# ABCB6 inh MLPCN – ABCB6 transporter inhibitors, primary screen, K562-ABCB6 cells, flow cytometry, MLPCN library. K562-ABCB6 porphyrin accumulation, 1 h; hits give low values. hit rate 0.19% among 360,000. fluorescence ratio to DMSO, % at 10 µM. ATP-binding cassette sub-family B member 6 (Homo sapiens), Q9NP58;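 active = fluorescence ratio to DMSO below 75%, the collection mean minus 3 SD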;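 note: signal is porphyrin accumulated inside mitochondria; 100% equals median channel fluorescence of DMSO control wells; lower ratio means ABCB6 inhibition with less porphyrin fluorescence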
# HTR2A ag – mouse Htr2a agonists via beta-arrestin recruitment, primary screen, cell-based, luminescence; 5-hydroxytryptamine receptor 2A (Mus musculus), P35363; CHO-K1 mHTR2A beta-arrestin complementation; percent of 30 µM serotonin response; activation, % at 7.6 µM; hit rate 0.66% among 360,000;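 active = activation above a run cutoff, the mean activation of all tested compounds plus 3 SD, cut at about 14% in these data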;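 note: 0% = plate median of compound wells and 100% = 30 µM serotonin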
# Target sequence (P35363 whole entry, looked up): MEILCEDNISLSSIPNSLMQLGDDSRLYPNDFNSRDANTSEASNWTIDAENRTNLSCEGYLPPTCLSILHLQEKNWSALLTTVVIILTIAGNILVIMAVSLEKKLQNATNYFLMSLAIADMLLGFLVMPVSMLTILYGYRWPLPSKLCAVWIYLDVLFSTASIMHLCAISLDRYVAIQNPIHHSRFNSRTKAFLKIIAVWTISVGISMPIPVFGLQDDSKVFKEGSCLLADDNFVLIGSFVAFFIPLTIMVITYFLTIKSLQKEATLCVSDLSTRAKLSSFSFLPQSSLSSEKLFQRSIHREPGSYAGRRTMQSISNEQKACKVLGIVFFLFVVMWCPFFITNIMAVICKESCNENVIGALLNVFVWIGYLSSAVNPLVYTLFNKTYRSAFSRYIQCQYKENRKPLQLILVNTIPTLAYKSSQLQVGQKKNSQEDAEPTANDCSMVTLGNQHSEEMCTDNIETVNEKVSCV
# CaV13 ICDI inh – Disruptors of the CACNA1D IQ motif to Ca2+-dependent inactivation inhibitor domain association, primary screening, Förster resonance energy transfer in intact living …. HEK cells, CFP/YFP FRET ICDI-IQ, plate reader, 10 min; percent FRET-ratio fall versus neutral wells. inhibition, % at 12.3 µM. hit rate 0.098% among 340,000. AID 743397;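 active = mean replicate inhibition of at least 30% and at least 1% of replicates passing that level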;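 note: 0% = median of the neutral control wells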
# MC4R antag cAMP – MC4R antagonists of cAMP signaling, primary screen, cell-based, TR-FRET, antagonist arm of biased-ligand search. Melanocortin receptor 4 (Homo sapiens), P32245. inhibition, % at 6.5 µM. hit rate 0.48% among 360,000. MC4R-expressing cells, MTII-stimulated cAMP, LANCE TR-FRET;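 active = inhibition above its plate's cutoff, the mean of tested wells on that plate plus 3 SD, cut at about 29% in these data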;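 note: 0% = Melanotan II alone and 100% = Melanotan II plus saturating MCL0020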
#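 Material: U2OS-MC4R stable cell line | Reagent: Melanotan II challenge after compound preincubation | Doses: One concentration, 6.5 µM nominal | Incubation: 30-min compound preincubation, 1-h Melanotan II challenge, 1-h detection, room temperature | Signal: TR-FRET cAMP assay | Replicates: One well per compound, no replicates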
# Glyco luc inh – increase of ERlucT glycosylation luciferase signal, primary screen, N-linked glycosylation inhibitor project, D54 ERlucT cells, luminescence, set 2; D54 ERlucT glycosylation luciferase reporter, 24 h; percent of 100 nM tunicamycin response; hit rate 0.23% among 360,000; reporter increase, % at 12.5 µM;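 active = mean luciferase reporter signal, scaled so untreated is 0 and the glycosylation-blocking control 100, at or above a set limit in every replicate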;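 note: luciferase carries N-glycosylation sites so blocking glycosylation raises the light; 0% = median of neutral control wells and 100% = median of 100 nM tunicamycin wells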
# PDI inh – inhibitors of human PDI, primary screen, biochemical, turbidity, single point, plate reader; hit rate 0.052% among 350,000; inhibition, % at 10 µM; PDI insulin aggregation turbidity, A650, 90 min; AID 588391, 2011;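 active = mean inhibition across replicates of 30% or more, whatever share of single replicates reach that level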;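 note: absorbance from insulin aggregation driven by PDI reduction with DTT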
# Target sequence (P07237 whole entry, looked up): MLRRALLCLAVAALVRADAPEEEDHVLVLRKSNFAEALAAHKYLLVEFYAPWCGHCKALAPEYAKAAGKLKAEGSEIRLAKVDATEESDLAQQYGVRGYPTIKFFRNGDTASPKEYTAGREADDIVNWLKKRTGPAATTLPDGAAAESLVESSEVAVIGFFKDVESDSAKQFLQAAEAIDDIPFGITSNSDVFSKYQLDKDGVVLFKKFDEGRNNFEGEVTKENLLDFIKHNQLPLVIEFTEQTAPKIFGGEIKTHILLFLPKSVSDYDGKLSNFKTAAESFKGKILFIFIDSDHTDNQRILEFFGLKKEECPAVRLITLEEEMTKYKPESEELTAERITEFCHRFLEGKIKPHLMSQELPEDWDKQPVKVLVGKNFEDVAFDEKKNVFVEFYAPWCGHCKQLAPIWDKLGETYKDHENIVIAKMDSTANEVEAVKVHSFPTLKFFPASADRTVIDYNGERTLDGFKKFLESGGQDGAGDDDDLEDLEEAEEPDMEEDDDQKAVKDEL
# MC4R barr agon – MC4R agonists recruiting beta-arrestin, primary screen, cell-based, luminescence, agonist arm of biased-ligand search; Melanocortin receptor 4 (Homo sapiens), P32245; U2OS MC4R beta-arrestin complementation; percent of melanotan II response, DMSO zero; activation, % at 8.9 µM; hit rate 0.98% among 360,000; AID 540308, 2011;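 active = activation above a per-plate cutoff, the mean activation of sample wells on that plate plus 3 SD, cut at about 8% in these data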
# aDG glyco up – activators of alpha-DG glycosylation, primary screen, uHTS, Pro5-aDG cells, AlphaScreen. alpha-DG glycosylation AlphaScreen (IIH6); 0% Pro5, 100% B10-LARGE cell signal. activation, % at 10 µM. hit rate 0.22% among 360,000. AID 624168, 2012;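 active = activation of at least 8% versus controls, or a plate z-score of at least 8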;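 note: Pro5 are CHO cells carrying HIG-tagged alpha-DG that lacks glycosylation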
# H9c2 protect – cardioprotection against H2O2-induced cell death, primary screen, uHTS, H9c2 cells, ATPLite luminescence. H9c2 cardiomyocytes, H2O2 injury protection, 2 h. protection from H2O2 cell death, % at 20 µM. hit rate 0.63% among 360,000. AID 588492, 2011;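 active = compounds giving at least 50% protection of heart cells from peroxide-induced death in the single-dose screen, raw or plate-pattern-corrected value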;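 note: 0% = DMSO wells with peroxide and 100% = DMSO wells without peroxide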
# Vif imaging – HIV Vif self-association inhibitors, primary screen, imaging, HEK293T, single point. inhibition, % at 7.49 µM. hit rate 0.35% among 340,000. HEK293T cells, Vif self-association by quenched fluorescence, 24 h; in the data active = inhibition above about 50%, passing the limit was not always enough; note: some results filed as inactive read as strong as hits
# An asterisk follows results filed as active; / = not tested or not shown.
SMILES,ABCB6 inh MLPCN,HTR2A ag,CaV13 ICDI inh,MC4R antag cAMP,Glyco luc inh,PDI inh,MC4R barr agon,aDG glyco up,H9c2 protect,Vif imaging
CCOC(=O)c1c(C)c(C(=O)NCc2ccco2)c(C)n1Cc1ccccc1,95,0,-8,7,-3,10,-2.7,0.7,-1,8
COc1ccccc1N1C(=O)C(Cl)=C(N2CCCC2)C1=O,98,-2,-6,2,-1,2,0.8,0.0,2,25
Cc1ccccc1-c1csc(N)n1,102,1,-6,2,3,-7,-1.6,-0.3,-1,12
Cc1csc(SCC(=O)NC(=O)NC(C)C)n1,101,6,-1,2,-2,3,2.3,0.9,9,-7
Nc1nc(N2CCN(c3ccc(Cl)cc3)CC2)n[nH]1,89,1,-10,6,0,-2,-1.7,0.4,-2,1
Cc1cccc(C(=O)NCCNC(=O)c2cnccn2)c1,103,11,-3,15,1,2,0.8,-0.1,3,-45
COc1ccc(C(=O)Oc2ccc(-c3nnco3)cc2)cc1S(=O)(=O)N1CCOCC1,94,6,-4,15,-3,11,-1.6,-0.5,29,2
Cc1ccc2nsnc2c1S(=O)(=O)NCc1ccncc1,90,2,/,-5,-1,2,-0.3,0.2,-18,-7
Cc1ccsc1C(=O)OCC(=O)NCc1cccs1,98,1,-6,11,0,-3,-0.9,-0.2,7,10
O=C(Nc1ccc(OCc2ccccc2)cc1)c1cccs1,104,-2,-1,1,-5,-5,1.8,0.2,-6,7
O=C(COC(=O)CCCc1nc2ccccc2s1)Nc1ncc(Cl)cc1Cl,101,-2,-5,-4,2,-1,-1.1,-0.1,-4,-15
Cc1ccc(/C=C/C(=O)NCCCN2CCN(CCCNC(=O)/C=C/c3ccc(C)cc3)CC2)cc1,94,-2,-3,9,2,-9,-1.5,0.2,-6,-7
CCOc1ncccc1C(=O)N(C)CC(=O)Nc1ccc(F)cc1,101,1,-23,3,4,-7,-2.1,0.0,-3,6
CCCN(CCC)c1nc(N)c(C#N)c(CC#N)c1C#N,106,7,/,-21,2,-10,-3.4,0.0,15,3
COc1ccc(CNc2ncc(-c3ccccc3)n2C)cc1,97,-3,-20,2,-3,-27,-0.4,0.2,34,-4
CCCc1cc(=O)[nH]c(SCC(=O)c2cc(C)n(CC(F)(F)F)c2C)n1,95,0,2,-60,3,11,0.5,0.0,0,-7
CN(C)C(=O)CCCc1nc(-c2ccc(Cl)cc2)no1,102,4,-9,7,-3,-3,-2.1,-0.1,-2,-1
O=C(O)c1ccccc1C(=O)NCCc1c(C(=O)O)[nH]c2ccc(F)cc12,89,2,-5,5,1,3,-2.2,-0.2,2,-4
Cc1cc(Cl)c(S(=O)(=O)NCc2cccnc2)cc1OCC(=O)NC1CCCCC1,101,6,-6,7,-1,0,0.5,0.0,7,-14
c1ccc(CSc2ncnc3c2cnn3Cc2ccccc2)cc1,102,3,-6,17,-4,-3,4.9,0.3,-6,-7
Cc1ccc(S(=O)(=O)N2CC=C(c3ccc(F)cc3)CC2)cc1,101,-8,-7,4,-2,-3,-1.2,0.4,-12,-2
Cc1ccc(C(=O)NC(=S)Nc2ccc(S(=O)(=O)N(C)c3ccccc3)cc2)cc1,93,-3,/,1,-1,8,-1.8,-0.2,-11,-7
CSc1nc(NS(=O)(=O)c2ccc(F)cc2F)nn1C,103,3,/,0,0,0,-4.7,0.1,1,-5
Nc1cc(Cl)ccc1C(=O)OCC(=O)N1CCCCCC1,97,10,-5,-4,0,-4,-0.7,0.1,-4,12
Cc1ccc(/C=N/n2cnc3sc(-c4ccccc4)cc3c2=O)o1,99,1,-4,-3,4,-5,-0.8,-0.2,3,/

# Results in Glyco luc inh, MC4R antag cAMP and H9c2 protect, for two of the compounds above:
Molecule	Glyco luc inh	MC4R antag cAMP	H9c2 protect
O=C(Nc1ccc(OCc2ccccc2)cc1)c1cccs1	-5	1	-6
O=C(COC(=O)CCCc1nc2ccccc2s1)Nc1ncc(Cl)cc1Cl	2	-4	-4

# Other entries
SMILES,ABCB6 inh MLPCN,HTR2A ag,CaV13 ICDI inh,MC4R antag cAMP,Glyco luc inh,PDI inh,MC4R barr agon,aDG glyco up,H9c2 protect,Vif imaging
CC(C)CC(NS(=O)(=O)c1ccc2[nH]c(=O)c(=O)[nH]c2c1)C(=O)O (stereo not drawn),96,-4,2,-9,1,0,-2.9,-0.2,-3,-1
NS(=O)(=O)c1ccc(N/C=C\C(=O)c2ccc3ccccc3c2)cc1,91,-2,-2,7,0,-5,-0.2,0.3,5,5
Cc1ccc(NC(=O)NC(=O)COC(=O)c2ccc(O)cc2O)c(C)c1,97,15*,-6,10,-4,2,5.8,-0.1,4,0
O=C(NCCCN1CCOCC1)c1cc(C(=O)C2CCCCC2)c[nH]1,102,4,1,9,0,5,-1.9,-0.2,-1,3
O=[N+]([O-])/C(=C\Nc1ccccc1)S(=O)(=O)c1ccccc1,99,-5,-4,10,0,-4,1.5,-0.3,12,7
CC(Sc1nc2c([nH]c3ccccc32)c(=O)n1C)c1ccccc1 (stereo not drawn),101,5,-5,-5,2,-4,2.1,-0.2,-19,/
c1ccc(CCN=C2CCCc3c2[nH]c2ccccc32)cc1,105,15*,-4,1,2,4,0.6,-0.1,3,-2
O=S(=O)(CCOc1ccccc1)N1CCOCC1,94,-2,-4,-3,0,-4,-0.9,0.0,-1,11
CCn1nnnc1SCC(=O)Nc1nc(C)c(C)s1,91,0,-5,1,1,3,-0.5,0.0,1,-3
CCCNC(=O)C1(C)CCCN(C(=O)c2c(C)noc2C)C1 (stereo not drawn),98,8,-5,21,3,-4,-1.4,-0.2,1,/
CSCCC(NC(=O)c1ccc(C(C)(C)C)cc1)C(=O)O (stereo not drawn),98,5,-5,19,1,-1,-1.5,0.6,-6,6
CC(NC(=O)CCOc1ccccc1)c1ccccc1 (stereo not drawn),101,-4,/,-2,0,16,0.3,0.1,-4,4
CCOc1ccc2nc(COC(=O)c3cccc([N+](=O)[O-])c3)c(C(C)=O)[n+]([O-])c2c1,100,5,-5,-5,2,-5,-0.2,-0.2,-1,-5
COc1cc(C2CC(c3ccccc3)=NN2c2ccccc2)ccc1OCC(=O)O (stereo not drawn),91,12,-4,21,1,-10,-0.4,0.1,-1,-10
O=C(NCc1ccccn1)NC1CCCCC1,95,1,-6,11,2,3,-2.0,-0.1,-6,-2
O=C(NC1CCCCC1)C1CCN(c2ncccn2)CC1,92,1,-4,-7,-1,1,1.5,-0.1,-5,-3
Cc1oc(-c2cccs2)nc1CN1CCN(Cc2ccc(F)c(F)c2)C(CCO)C1 (stereo not drawn),100,-11,-7,-6,-2,9,1.6,0.0,7,-1
N#CCc1nc(CSc2nc3ccccc3s2)cs1,100,0,-7,5,0,-34,-1.3,-0.2,-4,2
COc1ccccc1-c1cnc(C(O)c2ccc(C)cc2C)[nH]1 (stereo not drawn),101,-3,-11,11,0,0,-2.6,0.5,-3,-3
CSc1ccccc1C(=O)C1CCCN(C(=O)c2csnn2)C1 (stereo not drawn),102,-2,5,5,1,3,-6.0,-0.1,-4,-6
COc1ccccc1Cn1c(=O)oc2ccc(C)cc21,101,0,-5,20,1,-4,1.7,-0.1,-2,-7
COc1ccc2c(c1)OC[C@H]1[C@H]2N2C(=O)c3cc(Cl)ccc3NC(=O)[C@@]2(C)[C@H]1c1ccccc1,99,-4,/,10,21,5,0.1,0.1,-5,-4
COc1ccc(CNC(=O)N2CCc3ccccc3C2)cc1Cl,94,-1,-13,13,0,-1,-1.9,0.0,-1,-1
CCOc1ccc(NC(=S)N(CCc2c(C)[nH]c3ccccc23)Cc2ccco2)cc1,114,3,-6,12,-4,-1,-0.6,0.3,-16,0
CC(=O)Nc1cccc(C(=O)OCc2csc(CC(=O)Nc3ccccc3C)n2)c1,99,-2,-7,11,0,14,-0.9,0.0,1,-2

# Next section
SMILES,ABCB6 inh MLPCN,HTR2A ag,CaV13 ICDI inh,MC4R antag cAMP,Glyco luc inh,PDI inh,MC4R barr agon,aDG glyco up,H9c2 protect,Vif imaging
COc1ccc(C)cc1NC(=O)C1CC(=O)N(CCc2ccc(F)cc2)C1 (stereo not drawn),90,0,-2,-4,1,3,0.3,-0.1,13,27
CCOc1ccc(NC(=O)CC2C(=O)N(c3ccccc3)C(=S)N2Cc2ccccn2)cc1 (stereo not drawn),97,8,-3,8,-1,2,-0.4,0.0,20,3
COc1ccc(-n2c(SCC(=O)Nc3ccccc3)nnc2-c2ccoc2C)cc1,100,2,-3,11,-2,16,1.3,0.6,7,-1
Cc1ccc(NC(=O)Cn2nnc(C(=O)Nc3ccc(C)c(C)c3)c2N)cc1,101,6,-5,18,0,-9,2.3,-0.2,-7,-2
Oc1c(C=Nc2ccccc2Cl)[nH]c2ccccc12,99,-2,5,2,-8,-6,-0.6,0.0,-7,4
CN(C)/C(=N\S(=O)(=O)c1ccccc1)c1ccccc1,104,-2,-2,-2,1,5,-0.2,0.0,2,8
O=C(COC(=O)c1ccccc1Br)NCCc1ccc(F)cc1,95,-3,-4,12,2,-2,1.4,0.1,-10,-1
Cc1ccc(C)n1-c1ccc(N2CCOCC2)nc1,99,2,-8,27,7,0,1.1,0.1,1,-6
O=C(O)c1ccc(CNCc2ccccc2F)cc1,101,5,0,9,1,1,-1.0,-0.3,0,7
CC1(C)CC(NC(=O)COc2ccccc2Cl)CC(C)(C)N1,99,7,-18,1,-8,-5,-1.1,0.0,7,-3
COc1ccc(CCNC(=O)c2ccc([N+](=O)[O-])cc2)cc1,93,0,4,11,0,-2,3.4,0.2,-5,-7
CCN1CCN(/C=N/c2nc3c(s2)CCCC3)CC1,96,-2,-7,2,-18,11,-1.2,-0.1,-7,-4
COc1ccc(C)cc1S(=O)(=O)N(CC(=O)Nc1ccc2c(c1)OCCO2)Cc1ccccc1,99,-4,-5,12,-1,-2,-2.5,-0.1,0,-8
CCSc1nc(O)cc(=O)n1-c1ccc(OC)cc1,103,4,-8,-3,0,3,-1.8,0.3,-2,-6
Cc1ccc2nc(C)c(C(=O)N/N=C/c3ccc(N4CCOCC4)cc3)cc2c1,97,6,-8,1,-1,5,2.1,0.1,-6,-10
COc1ccc(OC)c(NC(=O)CCN2CCN(c3ccccc3OC)CC2)c1,99,-5,-20,-3,1,2,-1.2,-0.1,5,-2
CCCC(=O)OCC(=O)Nc1ccc2c(c1)OCO2,93,3,5,1,-1,-6,-1.2,-0.1,0,-1

# Compound activity as filed in PubChem.

# Random draw from the library (roughly 3.6% active in at least one column).
